# Screens as filed in PubChem BioAssay.
# OTUD3 block = human OTUD3 deubiquitinase inhibition; hit rate 0.7% among 47,000; Q5T2D3; inhibition, % at 25 µM; purified OTUD3, Ub-rhodamine fluorescence, 2 h
# USP7 block = inhibitors of human USP7 deubiquitinase; Q93009; AID 1645854; purified USP7, Ub-rhodamine cleavage fluorescence; hit rate 0.3% among 47,000; inhibition, % at 20 µM
# USP10 block = blocks human USP10 ubiquitin-rhodamine cleavage | hit rate 1.1% among 47,000 | purified USP10, Ub-rhodamine fluorescence, 60 min | Q14694 | inhibition, % at 20 µM | AID 1645856
# USP28 inh = inhibitors of human USP28 deubiquitinase. purified USP28, Ub-rhodamine cleavage fluorescence, 30 min. inhibition, % at 25 µM. hit rate 3% among 47,000. AID 1645857
# USP30 inh = blocks human USP30 ubiquitin-rhodamine cleavage; Q70CQ3; purified USP30, Ub-rhodamine cleavage fluorescence; inhibition, % at 25 µM; hit rate 5.3% among 47,000; AID 1645860
# USP8 block = human USP8 deubiquitinase inhibition | hit rate 4.2% among 47,000 | purified USP8, Ub-rhodamine cleavage fluorescence, 30 min | P40818 | inhibition, % at 20 µM
# Target sequence (P40818 whole entry, looked up): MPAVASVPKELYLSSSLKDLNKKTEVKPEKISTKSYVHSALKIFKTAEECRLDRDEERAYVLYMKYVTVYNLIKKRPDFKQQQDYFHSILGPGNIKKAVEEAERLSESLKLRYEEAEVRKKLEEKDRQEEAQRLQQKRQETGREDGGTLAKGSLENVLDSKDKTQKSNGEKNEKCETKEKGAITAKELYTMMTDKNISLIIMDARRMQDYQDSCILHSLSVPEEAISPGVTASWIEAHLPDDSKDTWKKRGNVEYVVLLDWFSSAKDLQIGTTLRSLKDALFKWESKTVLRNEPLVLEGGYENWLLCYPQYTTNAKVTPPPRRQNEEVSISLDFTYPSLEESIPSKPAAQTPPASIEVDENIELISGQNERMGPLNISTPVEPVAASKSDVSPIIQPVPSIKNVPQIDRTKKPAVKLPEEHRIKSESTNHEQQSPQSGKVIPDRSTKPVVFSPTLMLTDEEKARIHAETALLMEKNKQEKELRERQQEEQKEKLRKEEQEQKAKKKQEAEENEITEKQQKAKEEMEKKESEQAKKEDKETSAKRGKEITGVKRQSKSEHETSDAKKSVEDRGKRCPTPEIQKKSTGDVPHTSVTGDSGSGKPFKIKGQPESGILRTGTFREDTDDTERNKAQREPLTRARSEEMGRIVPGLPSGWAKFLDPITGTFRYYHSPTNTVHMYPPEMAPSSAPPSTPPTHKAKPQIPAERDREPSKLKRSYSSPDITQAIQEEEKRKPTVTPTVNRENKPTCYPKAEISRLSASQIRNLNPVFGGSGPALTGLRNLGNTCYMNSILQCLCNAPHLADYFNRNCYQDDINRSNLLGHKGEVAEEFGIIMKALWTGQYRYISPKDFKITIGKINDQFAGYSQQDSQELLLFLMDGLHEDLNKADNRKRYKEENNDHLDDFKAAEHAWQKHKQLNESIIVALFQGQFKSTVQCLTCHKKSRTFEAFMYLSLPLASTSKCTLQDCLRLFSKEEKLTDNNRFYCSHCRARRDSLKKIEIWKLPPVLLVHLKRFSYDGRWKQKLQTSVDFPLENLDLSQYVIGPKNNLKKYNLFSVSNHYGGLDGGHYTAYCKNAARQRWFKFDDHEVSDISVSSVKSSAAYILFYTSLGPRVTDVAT
# UCHL1 inh = inhibitors of human UCHL1 deubiquitinase; P09936; purified UCHL1, Ub-rhodamine cleavage fluorescence; inhibition, % at 20 µM; hit rate 0.2% among 47,000; AID 1645859
# USP17 inh = blocks human USP17 ubiquitin-rhodamine cleavage | A8MUK1 | purified USP17, Ub-rhodamine cleavage fluorescence, 3 h | inhibition, % at 50 µM | hit rate 6.5% among 47,000
# Starred values were filed as active, the others as inactive; i = inactive; / = no result given. No stated cut-off is given here; in the data, active means inhibition above about 30%; inactive means the rest. Rows were taken by chance; overall some 13% were active at least once.
SMILES,OTUD3 block,USP7 block,USP10 block,USP28 inh,USP30 inh,USP8 block,UCHL1 inh,USP17 inh
C[C@H](NC(=O)C1(c2ccccc2)CCN(C(=O)[C@@H]2CCCN2C(=O)OC(C)(C)C)CC1)C(=O)O,10,2,1,12,-70,19,2,22
CN1C(=O)C(C)(C)c2cc(S(=O)(=O)NCc3cccc(Br)c3)ccc21,8,2,0,9,21,11,2,2
COc1ccc2nc(Nc3nc(-c4cnc(N5CCCC5)nc4C)cc(=O)[nH]3)nc(C)c2c1,-1,1,-2,-5,-10,1,-3,-7
COc1ccc(Nc2ccccc2NC(=O)c2ccccc2Br)cc1,-1,4,-8,0,-98,-13,4,5
CCOc1ccc(C(=O)Cn2c(=O)n(CC3CCCO3)c(=O)c3cc(OC)c(OC)cc32)cc1Cl (centres undefined),10,3,-4,6,13,-1,3,71*
Fc1ccc(-c2cc3nc(NCCc4ccncc4)ccn3n2)cc1,-25,-4,-13,-12,-41,-55,-5,-26
CC(=O)Nc1ccc(S(=O)(=O)N(Cc2ccco2)Cc2cc3ccccc3[nH]c2=O)cc1,4,-1,-3,14,2,-61,-3,14
COc1ccc(-c2cc(NC(C)=O)c3ncc(-c4ccc(S(C)(=O)=O)cc4)n3c2)cn1,-29,-15,-5,-31,-125,21,-13,-4
O=C(CSc1ccc2nnc(-c3ccc(Cl)cc3)n2n1)c1ccccc1,5,4,1,-1,14,-16,1,12
Cc1cc2c(=O)n(Cc3ccco3)c(SCC(=O)Nc3cccc(Cl)c3)nc2s1,17,6,8,17,17,25,2,15
CCN(CC)C(=O)CN1CCCC(c2ncncc2-c2cc(C)no2)C1 (centres undefined),30*,2,-2,6,23,3,0,11
COc1ccc(NC(=O)Cc2ccccc2F)cc1S(=O)(=O)N1CCCCC1,2,1,0,10,8,3,0,/

# Copied from the list:
# Under UCHL1 inh, CN1C(=O)C(C)(C)c2cc(S(=O)(=O)NCc3cccc(Br)c3)ccc21 shows 2
# Under UCHL1 inh, CC(=O)Nc1ccc(S(=O)(=O)N(Cc2ccco2)Cc2cc3ccccc3[nH]c2=O)cc1 shows -3
# Under UCHL1 inh, COc1ccc(NC(=O)Cc2ccccc2F)cc1S(=O)(=O)N1CCCCC1 shows 0
# Under USP17 inh, COc1ccc2nc(Nc3nc(-c4cnc(N5CCCC5)nc4C)cc(=O)[nH]3)nc(C)c2c1 shows -7
# Under UCHL1 inh, CCOc1ccc(C(=O)Cn2c(=O)n(CC3CCCO3)c(=O)c3cc(OC)c(OC)cc32)cc1Cl (centres undefined) shows 3

# Remaining list, next part.
SMILES,OTUD3 block,USP7 block,USP10 block,USP28 inh,USP30 inh,USP8 block,UCHL1 inh,USP17 inh
O=C(NCc1ccc2c(c1)OCO2)c1cc2occc2c(Nc2ccc(F)cc2)n1,-15,2,0,-5,1,-19,-4,25
COCCn1c(C)cc(C(=O)COc2ncnc3scc(-c4ccc(F)cc4)c23)c1C,-6,3,-1,-3,-2,-31,4,-2
CNS(=O)(=O)c1cc(C(=O)NCc2ccccc2)ccc1Cl,3,8,1,9,20,0,6,3
Cc1nnc2ccc(-c3noc(COc4ccc(F)cc4)n3)cn12,-1,-4,-1,23,7,0,0,3
CCc1nc(-c2cccc(NC(=O)C3CC(=O)N(c4ccccc4)C3)c2)no1 (centres undefined),17,0,3,8,30,22,3,16
Cc1ccc(S(=O)(=O)Oc2cccnc2)c(C)c1F,12,7,0,14,19,10,2,6
O=C(Nc1ccc(S(=O)(=O)NC23CC4CC(CC(C4)C2)C3)cc1)C1CC1,-1,-1,2,-5,3,-34,3,-10
Cc1ccc(-c2noc(CN3CCCC(N4CCNC4=O)C3)n2)cc1 (centres undefined),9,4,-1,4,19,13,1,2
Cc1ccc(-c2n[nH]c3c2CN(C(=O)NCc2ccco2)CC3)cc1,-7,-5,-5,-17,-70,-9,-1,-26
c1ccc(CN2CCC[C@H]2c2nc(-c3ccc(-c4cncnc4)nc3)no2)cc1,-11,-8,-1,-11,-50,-14,-3,-26
Cc1cc(C)c2[nH]c(=O)c(CNC3CCCCC3C)cc2c1 (centres undefined),-131,2,8,-111,i,-25,-1,-42
Cc1cccc(-n2ncc3c(N4CCC5(CC4)OCCO5)ncnc32)c1,-6,-18,0,-9,-10,0,-1,-6

# An excerpt from above, showing only USP28 inh:
SMILES | USP28 inh
CNS(=O)(=O)c1cc(C(=O)NCc2ccccc2)ccc1Cl | 9
Cc1nnc2ccc(-c3noc(COc4ccc(F)cc4)n3)cn12 | 23

# Next part:
SMILES,OTUD3 block,USP7 block,USP10 block,USP28 inh,USP30 inh,USP8 block,UCHL1 inh,USP17 inh
O=C(c1ccc2n[nH]nc2c1)N1C[C@@H](O)[C@H](N2CCOCC2)C1,0,6,10,-2,0,2,0,0
COc1ccc(NC(=O)Cc2c(C)nc3c(-c4ccc(F)cc4)c(C)nn3c2C)cc1,12,2,14,1,24,14,2,8
O=C(c1ccnc(N2CCCC2)c1)N1CCOC2(CC=CCN(Cc3ccccc3)C2=O)C1 (centres undefined),-1,-8,-1,-5,3,-6,-1,0
COc1ccc(Cl)cc1NS(=O)(=O)c1cc2c3c(c1)CCC(=O)N3CCC2,10,0,0,7,11,-11,0,11
CC(=O)Nc1ccc(CN2CCC3(CC2)CC(NC(C)=O)c2ccccc2O3)cc1 (centres undefined),17,5,1,7,17,-72,0,-13
Cc1noc(C)c1-c1ccc(S(=O)(=O)Nc2cccc(F)c2)cc1,-4,-14,5,-8,-16,-5,0,-3
COC(=O)c1cc2c(ccn2-c2ccc(F)cc2)n1Cc1ccccn1,-7,-67,6,-13,-17,1,4,-7
CCOc1ccc(NS(=O)(=O)c2c[nH]c3ccc([N+](=O)[O-])cc23)cc1,9,5,8,15,63*,-12,3,53*
Cc1nc(N2CCOCC2)ncc1-c1cc(=O)[nH]c(Nc2nc(C)c3ccccc3n2)n1,0,3,2,-1,18,15,1,12
C=C1C(=O)C[C@@H]2[C@H]3CC[C@@H](C(=O)O)[C@@]12CC3(C)C,0,0,-11,3,-16,-45,-11,8
Cc1cc(Cl)ccc1NC(=O)COC(=O)c1n[nH]c2ccccc12,-17,-12,-7,13,-92,31*,-5,6
CC(=O)N1[C@@H]2CN(C(=O)c3cc(-c4cn(C)nc4C)no3)[C@@H]3CCCC[C@H]1[C@]3(C)C2,12,2,-5,7,4,5,2,8

# Five of these compounds, set out differently.
mol | OTUD3 block | USP7 block | USP10 block | USP28 inh | USP30 inh | USP8 block | UCHL1 inh | USP17 inh
Cc1noc(C)c1-c1ccc(S(=O)(=O)Nc2cccc(F)c2)cc1 | -4 | -14 | 5 | -8 | -16 | -5 | 0 | -3
COC(=O)c1cc2c(ccn2-c2ccc(F)cc2)n1Cc1ccccn1 | -7 | -67 | 6 | -13 | -17 | 1 | 4 | -7
CCOc1ccc(NS(=O)(=O)c2c[nH]c3ccc([N+](=O)[O-])cc23)cc1 | 9 | 5 | 8 | 15 | 63* | -12 | 3 | 53*
Cc1nc(N2CCOCC2)ncc1-c1cc(=O)[nH]c(Nc2nc(C)c3ccccc3n2)n1 | 0 | 3 | 2 | -1 | 18 | 15 | 1 | 12
C=C1C(=O)C[C@@H]2[C@H]3CC[C@@H](C(=O)O)[C@@]12CC3(C)C | 0 | 0 | -11 | 3 | -16 | -45 | -11 | 8

# The listing continues:
SMILES,OTUD3 block,USP7 block,USP10 block,USP28 inh,USP30 inh,USP8 block,UCHL1 inh,USP17 inh
O=C1CC(NS(=O)(=O)c2cccs2)c2cc3c(cc21)OCO3 (centres undefined),6,-2,-1,9,11,6,1,9
CC(=O)N1c2ccccc2NC2=C(C(=O)CC(c3ccc(C)cc3)C2)C1c1cccnc1 (centres undefined),12,7,3,11,23,17,2,3
COc1ccccc1NC(=O)Cc1noc2ccc(C)cc12,-11,-4,1,-2,-17,0,-4,/
Cc1cc(C)nc(C2CCN(C(=O)CCc3nc4ccccc4[nH]3)C2)n1 (centres undefined),6,1,-5,1,-10,-5,1,0
Nc1c(S(=O)(=O)c2ccccc2)c2nc3ccccc3nc2n1CCNC(=O)C1CC1,0,-2,-3,8,8,14,0,14
CCOc1ccc2c(c1)c(=O)c(C(=O)c1ccccc1)cn2CC(=O)Nc1ccccc1,-5,27,29,-3,-22,43*,4,60*
C/C=C(\C)C(=O)C(C)C1=CC(=O)C2=C(O[C@]3(C)CC[C@@H]4O[C@H](C(C)(C)O)CC[C@@]4(C)[C@@H]3C2)C1=O (some centres undefined),2,-45,-1,-7,-25,-219,-42,-22
CN(C)CCNC(=O)c1nc2c(o1)CN(CC1CC1)C2,-6,-1,-2,-5,-12,-24,-4,-4
COc1ccc(CNC(=O)/C=C/c2cc3c(cc2Br)OCO3)cc1,0,1,2,8,22,0,-4,0
CCOC(=O)c1sc2nc(CC(=O)OC)nc(NCc3ccco3)c2c1C,-233,-102,-2,-194,i,-142,-107,-155
CCCNC(=O)[C@H](Cc1ccccc1)NC(=O)N1CCn2c1nc1ccccc12,9,-12,2,5,39*,-3,-1,40*
Cc1oc2c(c1C(=O)NCc1cccnc1)CN(Cc1ccc(F)cc1)CC2,-24,-10,-14,-27,-69,-23,-10,-31
CN(CC(=O)NC1CCCCCC1)c1nnc(N2CCCCC2=O)s1,-12,0,3,-2,7,-5,-1,3
COc1ccccc1Cc1nnc(C2(c3cccc(F)c3)CCOCC2)o1,19,-16,2,21,26,12,2,8
O=C1CCSc2ccc(S(=O)(=O)Nc3ccc(F)cc3)cc2N1,0,/,5,2,11,1,-1,-3
Cc1ccc(N2CCN(CCc3nc4cc(NC(=O)Nc5ccccc5)ccc4n3C)CC2)cc1,0,1,-1,-1,8,-3,0,43*
O=C(CC1CCCC1)N1CCC(Nc2ncnc3c2CCC3)C1 (centres undefined),10,-1,0,0,-5,-11,-1,2
O=C(Nc1ccc(-c2nccs2)cc1)c1ccccc1Cl,-10,2,2,8,-10,-56,0,-22
O=C(NCCc1c[nH]c2ccccc12)/C(=C/c1cccc2ccccc12)NC(=O)c1ccccc1,-12,4,7,-4,10,-2,4,10
CCN(C(=O)Cn1c(CN2CCCCCC2)nc2ccccc21)c1ccccc1,2,-18,-1,3,3,1,0,-3
CC(C)N1Cc2ccccc2CN2CCN(S(=O)(=O)C3CC3)CC2C1 (centres undefined),2,3,-2,10,9,-5,1,5
CC(=O)Nc1nsc(N2CCC(C(=O)NCc3cc(F)cc(F)c3)CC2)n1,0,0,2,-7,-19,-27,-2,-17
Cc1nc2c(c(=O)n1CC(=O)Nc1ccccc1)CCCC2,4,3,0,6,21,8,0,10
Cc1cc(C)c2c(-n3c(C)ccc3C)nn(CC(=O)NCCc3ccccc3C)c2n1,4,4,5,1,0,0,5,9
O=C(Nc1ccccc1Cl)N1CCN(Cc2nnnn2-c2ccc(F)cc2)CC1,3,1,-1,0,12,3,-3,0
Cc1ccc(C2CC(=O)c3cnc(NC(=O)c4ccc(Cl)cc4)nc3C2)cc1 (centres undefined),7,-138,7,10,43*,10,2,16
N#Cc1ccccc1NC(=O)CNC1CCCc2ccccc21 (centres undefined),-2,0,2,-6,-3,1,-1,-10
CCn1nccc1-c1cccc(-c2noc(-c3ccccn3)n2)c1,3,4,5,26,18,6,4,2
CS(=O)(=O)c1ccc(N2CCC3(CC2)OCCO3)c(F)c1,9,3,-1,6,17,9,2,6
CN(C)c1ccc(CN2CC[C@@H]3[C@H]2C(=O)NC[C@H](CCC(=O)NCc2ccco2)N3C)cc1,5,2,1,-2,-18,4,0,0
COc1cccc(F)c1-c1nc(C)c(C(=O)NCc2ccccc2)s1,8,-3,-2,4,3,-39,4,0
COC(=O)c1ccc2c(=O)n(-c3ccc(Cl)cc3)c(N3CCC(C(N)=O)CC3)nc2c1,-2,0,0,-6,11,-3,0,-6
CC1CCCCN1C(=O)CN1CCC2(CC1)CN(S(C)(=O)=O)Cc1ccccc1O2 (centres undefined),4,-2,-8,-3,-8,-118,0,-23
Cc1ccccc1Nc1nc(N)nc(CN2CCC(C)CC2)n1,8,-1,-2,5,10,19,-2,8
Cc1ccc(NC(=O)CCC2CCCN(c3cc(NC4CC4)ncn3)C2)cc1 (centres undefined),0,-12,-2,0,-13,-78,2,-16
Cc1ccc(S(=O)(=O)N2C(=O)CCC2C(=O)Nc2ccc(C#N)cc2)cc1 (centres undefined),15,2,17,11,25,28,1,13
CN1Cc2ccccc2CN2CCN(S(=O)(=O)c3cccnc3)CC2C1 (centres undefined),1,-1,-4,-1,4,9,-1,2
O=C(Nc1ncc2c(n1)CC(c1cccc(Cl)c1)CC2=O)c1ccco1 (centres undefined),-14,-136,-1,-15,-3,-8,-2,-1
COc1cc(NC(=O)c2ccco2)c(OC)cc1NC(=O)CCC(=O)N1CCCC1,8,2,0,13,11,25,2,6
O=C(Nc1cc(F)c2nc(N3CCCC3)ccc2c1)c1ccco1,-17,-16,-5,0,-138,70*,7,56*
Cc1cccc(C)c1NC(=O)C1CCN(S(C)(=O)=O)c2ccccc2O1 (centres undefined),12,5,-1,2,13,23,3,7
COc1cccc(-c2cn3c(-c4ccccc4)c(-c4ccccc4)nc3n2-c2ccccc2)c1,-4,2,0,-9,-7,77*,0,22
CCCCCCCCCCCCCCCCC(O)C(=O)NC(COC1OC(CO)C(O)C(O)C1O)C(O)/C=C/CC/C=C(\C)CCCCCCCCC (centres undefined),-26,1,-1,-8,-37,-3,-5,-17
